Assay outcomes: PubChem BioAssay, National Center for Advancing Translational Sciences (NCATS)
D2 ag – agonists of human D2 dopamine receptor | activation, % at 2 µM | AID 485358 | 340,000 compounds, 0.53% hits | P14416 | HEK293 T-REx D2 cells, calcium flux agonist mode;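 active = activation over 3 SD above normal in the single-dose calcium agonist read, cut at about 30% in these data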; note: 0% is about no effect
Target sequence (P14416 whole entry, looked up): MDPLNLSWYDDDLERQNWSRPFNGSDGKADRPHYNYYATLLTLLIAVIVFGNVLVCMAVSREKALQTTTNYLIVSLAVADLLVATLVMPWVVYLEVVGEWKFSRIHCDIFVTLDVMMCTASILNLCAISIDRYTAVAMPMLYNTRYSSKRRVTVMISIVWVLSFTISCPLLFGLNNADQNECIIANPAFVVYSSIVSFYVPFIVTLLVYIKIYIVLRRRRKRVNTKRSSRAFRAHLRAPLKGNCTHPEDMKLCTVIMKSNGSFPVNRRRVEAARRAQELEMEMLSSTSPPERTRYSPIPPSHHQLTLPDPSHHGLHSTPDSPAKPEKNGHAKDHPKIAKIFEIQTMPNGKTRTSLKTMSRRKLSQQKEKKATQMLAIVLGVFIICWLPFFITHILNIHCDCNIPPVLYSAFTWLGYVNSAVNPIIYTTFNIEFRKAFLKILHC
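Agonism scored from kinetic calcium signal (1 read/sec, 180 s) following compound pin transfer, after a 10 s baseline. Cells: HEK293 Trex line expressing inducible D2 receptor coupled to calcium, dye-loaded after overnight culture at 30 C.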
TrxR1 substrate – substrates of rat thioredoxin reductase 1. Potency, µM (doses to about 114 µM), inactives show at the highest dose activity change, negative = substrate turnover. O89049. purified TrxR1 substrate turnover, NADPH consumption readout. 390,000 compounds, 0.01% hits; note: potency is the fitted concentration of half-maximal effect; % is set by controls: 0 for no effect and ±100 for the full control effect; nearly all actives have a fitted effect of over 50% in size
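Rat TrxR1, dispensed at 90 nM, was prereduced with 400 uM NADPH (final) for 5 min at ~22 deg C, then incubated with compound 15 min before 400 uM selenite. A first-read NADPH fluorescence drop versus no-compound background flagged substrates.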
IDH1 R132H inh – blocks human mutant IDH1 R132H enzyme. IDH1-R132H enzyme, NADPH consumption, diaphorase/resazurin fluorescence. 390,000 compounds, 0.093% hits. O75874. Potency, µM (doses to about 76.6 µM), for inactives: top-dose activity change, negative = inhibition, usual class: inhibitors; note: potency is the fitted concentration of half-maximal effect; % is set by controls: 0 for no effect and ±100 for the full control effect; nearly all actives have a fitted effect of over 65% in size
Target sequence (O75874 whole entry R132H, stated change not applied): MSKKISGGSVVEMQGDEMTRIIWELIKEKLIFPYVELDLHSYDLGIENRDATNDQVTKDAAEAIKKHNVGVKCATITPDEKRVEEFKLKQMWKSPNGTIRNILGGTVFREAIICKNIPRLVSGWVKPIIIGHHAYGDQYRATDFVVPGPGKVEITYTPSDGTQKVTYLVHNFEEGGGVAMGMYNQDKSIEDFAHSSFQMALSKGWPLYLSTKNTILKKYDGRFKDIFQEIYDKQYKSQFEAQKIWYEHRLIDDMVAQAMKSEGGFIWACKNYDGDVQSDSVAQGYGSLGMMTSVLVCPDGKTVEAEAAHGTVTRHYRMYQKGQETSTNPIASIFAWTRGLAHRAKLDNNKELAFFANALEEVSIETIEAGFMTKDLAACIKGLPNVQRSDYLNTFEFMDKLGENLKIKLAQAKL
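IDH1-R132H (0.5 ug/mL dispensed) in pH 7.5 Tris buffer was preincubated 30 min with compound, then given a substrate mix of 0.016 mM NADPH and 2 mM alpha-KG for 80 min at room temperature; remaining NADPH was read by diaphorase/resazurin fluorescence.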
TRHR agonist – TRH receptor (human) agonism. P34981. 360,000 compounds, 0.18% hits. AID 493084. TRHR cells, calcium flux fluo-8, FDSS agonist mode. activation, % at 2 µM; in the data active = activation above about 30%; note: 0% is about no effect
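Steps: seed TRHR cells overnight; add fluo-8 no-wash Ca dye, RT 30 min–1.5 h; record 10 s baseline; pin-transfer compounds; monitor fluorescence 1 cycle/s for the agonist window. Calcium increases flag candidate agonists.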
rTrxR1 inhibitor – blocks rat thioredoxin reductase 1; O89049; recombinant rTrxR1, NADPH fluorescence consumption, selenite substrate; Potency, µM (top dose mostly 114 µM), inactives show at the highest dose activity change, negative = inhibition, hits mostly inhibitors; 390,000 compounds, 1% hits; AID 588453; note: potency is the fitted concentration of half-maximal effect; % is set by controls: 0 for no effect and ±100 for the full control effect; nearly all actives have a fitted effect of over 65% in size
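Rat TrxR1 (90 nM in the dispensed reagent) was pre-reduced with 400 uM NADPH for 5 min at room temperature, then incubated with compound for 15 min. After 400 uM selenite was added, NADPH fluorescence (Ex 340/Em 450 nm) was followed for 8 min.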
USP1 inh – inhibitors of human USP1/UAF1 deubiquitinase; O94782; recombinant USP1/UAF1, Ub-Rhodamine cleavage fluorescence; Potency, µM (doses to about 57.1 µM), without a hit: at the highest dose activity change, negative = inhibition, usual class: inhibitors; 390,000 compounds, 0.23% hits; AID 743255; note: potency is the fitted concentration of half-maximal effect; % is set by controls: 0 for no effect and ±100 for the full control effect; nearly all actives have a fitted effect of over 60% in size; inactives centre near -12
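Step one: compound is pinned into 1nM USP1/UAF1 in HEPES pH 7.8 buffer with TCEP. Step two: 15 min room-temperature incubation. Step three: Ub-Rho (150nM final) starts cleavage, tracked by fluorescence over six one-minute reads.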
TRHR enhancer – allosterically enhances the human TRH receptor | P34981 | TRHR cells, fluo-8 calcium fluorescence, EC20 TRH enhancement | enhancement, % at 2 µM | 360,000 compounds, 0.66% hits | AID 493056; in the data active = enhancement above about 30%; note: 0% is about no effect
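Enhancer read-out: after compound pinning and an initial kinetic agonist-mode read, an EC20 of TRH (10 nM final) was injected and fluo-8 calcium signal (Ex 480/Em 530) followed at 1 s/cycle for 100 cycles in TRHR-expressing cells.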
D2 antag – antagonists of human D2 dopamine receptor | HEK293 TREx D2 cells, calcium flux, dopamine EC80 | inhibition, % at 10 µM | 340,000 compounds, 2% hits | AID 485344; in the data active = inhibition above about 30%; note: 0% is about no effect
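Overnight-induced (tetracycline, 30 C) HEK293 T-REx cells carrying force-coupled D2 receive a no-wash calcium dye, then compound, then EC80 dopamine at 180 s; signals are read kinetically throughout.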
PI4K2A inh – inhibitors of human PI4K2A. purified PI4K2A, ADP-Glo luminescence, 1 h; hits give low values. activity change, negative = inhibition, % at 76.9 µM. 420,000 compounds, 0.13% hits. AID 1346378; in the data active = activity change below about -50%; inconclusive = mostly about -30% to -49%;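 note: -100% = wells without enzyme as full effect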
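In this quantitative HTS, ADP production by PI4K2A was quantified luminescently after 1 h at ambient temperature; 100 microM adenosine served as plate-quality control.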
Active calls of the source: *; ? = inconclusive; . = not tested or not shown; [ ] = dose if it differs, or a comment. Unless noted, calls come from the whole dose curve; as a rule, active = well fitted inhibition curve with a large enough effect; inconclusive = small, poorly fitted or top-dose-only effect; inactive = no such curve, though single readings can be large or run the other way.

SMILES | D2 ag | TrxR1 substrate | IDH1 R132H inh | TRHR agonist | rTrxR1 inhibitor | USP1 inh | TRHR enhancer | D2 antag | PI4K2A inh
CCC(C)N(C)Cc1cccc(C2(O)CCN(S(=O)(=O)c3ccc(F)cc3)CC2)c1 (centres undefined) | 1.1 | 1.0% | 4.4% | 0.5 | 4.2% | -2.8% | 15.2 | -10.0 | 0.0
CC1CCCCN1S(=O)(=O)c1ccc(C(=O)Nc2nnc(C3CC3)o2)cc1 (centres undefined) | -0.9 | -6.0% | -16.0% | -0.2 | -6.8% | -24.9% | -3.6 | 6.8 | -0.5
NC(=O)CC(NC(=O)Cc1cccc2ccccc12)c1ccc(N2CCN(c3ccccn3)CC2)c([N+](=O)[O-])c1 (centres undefined) | . | -9.3% | -8.7% | -0.9 | 3.3% | ? | -1.4 | . | -1.7
COc1ccc(-c2cccc(NS(=O)(=O)c3ccc(NC(C)=O)cc3)c2)nn1 | -2.0 | 1.2%[57.1 µM] | -14.3% | 0.1 | 30.5%[57.1 µM] | -10.4% | -3.6 | . | 1.1
COc1ccccc1CC(=O)N(CCC#N)CCC#N | 0.2 | -6.0% | 2.1% | 0.1 | -11.5% | -14.7% | -0.4 | -2.5 | 1.5
C[C@H](NC(=O)[C@@H]1CCC(=O)N1Cc1ccco1)c1ccccc1 | -1.5 | 13.4% | 7.2% | -2.4 | 24.6% | -13.8% | -5.4 | 2.7 | -8.3
CCOc1ccc(OCC)c(Nc2cc(C)nc3nc(C)nn23)c1 | . | 2.5%[57.1 µM] | 1.5% | -0.7 | 6.4%[57.1 µM] | ? | -4.0 | . | 4.0
CC(=O)c1cccc(NS(=O)(=O)N2CCCCC2)c1 | -2.1 | -5.2%[57.1 µM] | 5.0% | -0.8 | 0.9%[57.1 µM] | -10.8% | 3.2 | -15.6 | 4.0
O=C(O)c1ccccc1SC1CC(=O)N(C2CCCCC2)C1=O (centres undefined) | 0.2 | 2.7% | -5.7% | 0.2 | 79.4µM* | -24.0% | 12.6 | -3.4 | -0.8
COc1ccccc1NC(=O)c1c(NC(=O)c2ccccc2F)sc2c1CCC2 | -0.4 | 0.8% | 24.0% | 0.2 | -3.0% | -15.1% | 4.5 | . | -5.6
CCOC(=O)N1CCC(N2C(=O)c3ccccc3C2Nc2cccnc2)CC1 (centres undefined) | -0.7 | 2.7%[57.1 µM] | 3.2% | -1.2 | 2.9%[57.1 µM] | -0.1% | 3.3 | 16.1 | -5.8
CC(=O)c1ccc(NC(=O)CSC(C)C)cc1 | -0.3 | 18.6% | 6.9% | 0.3 | 21.3% | -13.9% | 21.8 | -19.6 | -5.2
COc1ccccc1CCCNC(=O)C1CCC(=O)N(CCN2CCOCC2)C1 (centres undefined) | 0.3 | 2.7% | 0.0% | 0.1 | 17.2% | -17.8% | 0.5 | -8.2 | -3.1
Cc1nn(Cc2ccccc2)c(Cl)c1/C=C/C(=O)OC(C)C(=O)N1CCCC1 (centres undefined) | 1.6 | -1.6%[57.1 µM] | 12.8% | 0.8 | 3.0%[57.1 µM] | -17.9% | -3.6 | -13.9 | -5.1
CCCCc1c(C)nc2ccc(C)cc2c1SCCC(=O)O | 0.1 | 2.5%[57.1 µM] | 1.9% | 0.2 | 11.5%[57.1 µM] | -10.8% | -0.3 | 3.4 | 1.4
Cc1nnc(NC(=O)CSC2CCCCC2)s1 | -0.1 | 3.8%[57.1 µM] | -6.7% | 0.7 | 4.2%[57.1 µM] | -8.4% | -2.2 | -5.2 | -2.5
Cn1c(Cc2cccs2)nnc1SCC(=O)Nc1ccccc1 | 0.2 | 3.6% | -4.8% | 0.0 | 19.4% | -0.3% | -4.2 | -3.6 | -1.9
Cc1ccc(N2CC(C(=O)N3CCC4(CC3)CC(=O)c3ccccc3O4)CC2=O)cc1C (centres undefined) | 0.8 | 3.7% | 1.2% | -0.1 | -17.0% | -1.0% | 27.0 | 15.4 | -0.9
O=C(C1CCCN(S(=O)(=O)c2cccc3nsnc23)C1)N1CC=C(c2ccccc2)CC1 (centres undefined) | -0.4 | -5.4% | 2.6% | -0.2 | -7.8% | -20.7% | -2.1 | 3.4 | 9.5
CC(C)(O)C1Cc2cc(/C=C/C(=O)O)c(O)cc2O1 (centres undefined) | 0.0 | 7.5%[57.1 µM] | 0.0% | 1.3 | ? | -22.3% | -5.4 | -14.1 | -1.2
CC(Cc1ccccc1)=NNS(=O)(=O)c1ccc([N+](=O)[O-])cc1 | . | -2.6% | -5.7% | . | 7.7% | -10.9% | . | . | 0.1
COc1cccc(C2/C(=C(/O)c3ccccc3)C(=O)C(=O)N2CCCC(=O)O)c1 (centres undefined) | 0.5 | 9.9%[57.1 µM] | 15.9% | 0.4 | 16.5%[57.1 µM] | -2.1% | 8.8 | -6.3 | 3.0
COCCCN(C(=O)CCOc1ccc(C)cc1)c1c(N)n(Cc2ccccc2)c(=O)[nH]c1=O | 0.3 | 2.5% | -2.4% | 0.1 | 14.2% | 2.4% | -1.3 | -13.9 | -3.4
O=C(COC(=O)C1CCN(c2ccc(C(F)(F)F)cn2)CC1)Nc1ncc(Cl)cc1Cl | 0.2 | -13.6% | 8.1% | -0.2 | -13.1% | -2.8% | -5.1 | 34.7* | -3.5
CCOc1ccc2cc(C#N)c(SCC(=O)N3CCOCC3)nc2c1 | -2.3 | 50.1%[activator] | 1.6% | -0.4 | 13.1% | -13.3% | 1.8 | -10.6 | -1.1
COc1cccc(C(=O)CSc2nccn2C)c1 | -1.2 | -4.7% | -1.2% | 0.0 | 8.5% | -16.5% | 2.8 | 19.1 | -1.4
CCOC(=O)c1cccc(NS(=O)(=O)c2c(C(=O)N3CCCCCC3)c(C)n(C)c2C)c1 | -0.3 | 9.3%[57.1 µM] | -1.1% | 0.1 | 18.3%[57.1 µM] | -16.0% | 1.7 | -20.5 | -2.9
O=[N+]([O-])c1ccc(CSC2=NCCN2)cc1 | 1.3 | -2.7% | -3.8% | 0.8 | ? | -21.6% | -4.2 | -11.7 | -3.9
O=C(c1cccc([N+](=O)[O-])c1)N(c1ccccn1)c1ccccn1 | 0.5 | 7.5%[57.1 µM] | 21.2% | 0.6 | 10.0%[57.1 µM] | -14.0% | 0.9 | 3.8 | 6.1
C[C@@]12CCC[C@H](O1)[C@@H]([C@H](O)c1ccccc1)O2 | . | -2.6% | -7.0% | . | 16.7% | -11.7% | . | . | 1.6
COc1ccc(Cn2nnnc2C(c2ccc(C)cc2)N2CCN(C3CCCC3)CC2)cc1 (centres undefined) | 1.2 | 9.3% | -4.6% | 0.5 | 17.6%[57.1 µM] | -11.4% | 17.8 | 8.7 | -0.6
Cc1onc(-c2ccccc2Cl)c1C(=O)Nc1ccc(F)c(F)c1 | 0.5 | -11.0% | -4.9% | -0.3 | -12.2% | -13.0% | 2.1 | -4.1 | 5.8
C/C(=N\NC(=S)NCc1ccccc1)c1ccc(C(C)(C)C)cc1 | -0.2 | -10.9% | 1.9% | -0.5 | -24.8% | -3.5% | 3.0 | -5.8 | -0.4
COc1ccc(N(CC(=O)N2CCN(c3ccc(Cl)cc3)CC2)S(=O)(=O)c2c(C)noc2C)cc1 | 0.6 | -5.2% | 7.5% | 0.2 | 20.6% | -15.3% | 16.0 | -3.8 | -3.7
Cc1onc(-c2c(F)cccc2Cl)c1C(=O)N1C=CC(C(F)(F)F)=NCC1 | . | -6.8%[57.1 µM] | 5.3% | . | 16.7%[57.1 µM] | -16.1% | . | . | 2.5
CCCCN(Cc1ccccc1)C1CCN(Cc2ccccc2)CC1 | 1.1 | 2.3% | -8.7% | -0.4 | 21.2% | -16.9% | 4.5 | 10.3 | -0.3
COc1ccc(CN(Cc2ccco2)S(=O)(=O)c2ccc(S(=O)(=O)N3CCCC3)cc2)cc1 | 0.8 | 8.0% | 0.8% | 1.6 | -16.1% | -0.2% | 1.9 | 13.0 | -3.3
O=C(CNCC1(N2CCOCC2)CCCCC1)Nc1ccc(Cl)cc1 | 1.8 | 2.6%[57.1 µM] | -9.0% | 3.0 | 2.7%[57.1 µM] | -7.7% | -2.9 | -14.9 | 0.9
CCCN(CC1CC1)S(=O)(=O)c1ccc(S(N)(=O)=O)cc1 | -0.5 | 3.6%[57.1 µM] | -2.6% | -0.3 | 7.1%[57.1 µM] | -2.3% | -0.1 | -16.1 | -3.9
COCCNC(=O)c1sc2ncccc2c1-n1c(C)ccc1C | 0.0 | 0.1%[57.1 µM] | 7.3% | -0.4 | 11.3%[57.1 µM] | -29.5% | 0.1 | . | -2.8
O=C1C=CC(=O)N1c1ccc2ccccc2c1 | . | 14.2%[57.1 µM] | 10.2% | . | -85.4%[57.1 µM] | -24.0% | . | . | 4.0
O=C(O)c1ccccc1C(=O)c1cccc2c(F)cccc12 | . | -16.7% | -2.1% | . | -18.6% | -12.8% | . | . | -5.5

Sorted by molecular weight (low to high): 3 of the compounds above.
SMILES | D2 ag | TrxR1 substrate | IDH1 R132H inh | TRHR agonist | rTrxR1 inhibitor | USP1 inh | TRHR enhancer | D2 antag | PI4K2A inh
C/C(=N\NC(=S)NCc1ccccc1)c1ccc(C(C)(C)C)cc1 | -0.2 | -10.9% | 1.9% | -0.5 | -24.8% | -3.5% | 3.0 | -5.8 | -0.4
Cc1onc(-c2ccccc2Cl)c1C(=O)Nc1ccc(F)c(F)c1 | 0.5 | -11.0% | -4.9% | -0.3 | -12.2% | -13.0% | 2.1 | -4.1 | 5.8
COc1ccc(N(CC(=O)N2CCN(c3ccc(Cl)cc3)CC2)S(=O)(=O)c2c(C)noc2C)cc1 | 0.6 | -5.2% | 7.5% | 0.2 | 20.6% | -15.3% | 16.0 | -3.8 | -3.7
